# Source: PubChem (several laboratories)
# ADAM10 inh – inhibitors of human ADAM10 | O14672 | recombinant ADAM10, EDANS/DABCYL FRET peptide cleavage, 3 h | inhibition, % at 7 µM | actives 0.62% (n = 370,000) | AID 720582;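 active = inhibition above a per-campaign cutoff equal to the mean of compounds falling between control-based bounds plus 3 SD, cut at about 20% in these data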;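 also: 0% = DMSO wells while the 100% control is not disclosed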
# ASAP1 GAP inh – blocks human ASAP1-stimulated Arf1 GTP hydrolysis; Q9ULH1; GDP FP detection; inhibition, % at 16.5 µM; actives 0.19% (n = 360,000); AID 624377; in the data active = inhibition above about 25%;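 also: 0% = vehicle with enzyme and substrate and 100% = no enzyme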
# sPLA2-III inh – Inhibits HGIII-sPLA2 liposome hydrolysis, primary screen; actives 0.56% (n = 370,000); QFRET BODIPY PC-A2 liposome hydrolysis, fluorescence; AID 743126; inhibition, % at 12.2 µM; Q9NZ20;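 active = inhibition above mean plus 3 SD of compounds lying within the high and low control bounds, cut at about 19% in these data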;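 also: 0% = median of test compound wells and 100% = no enzyme DMSO wells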
# NPR1 activator – GC-A (human) enzyme activation. P16066. HEK293 GC-A cells, cGMP TR-FRET, EC30 ANP; 0% at EC30 ANP, 100% saturating ANP. activation, % at 10 µM. actives 0.14% (n = 370,000). AID 1671463; in the data active = activation above about 40%
# Target sequence (P16066 whole entry, looked up): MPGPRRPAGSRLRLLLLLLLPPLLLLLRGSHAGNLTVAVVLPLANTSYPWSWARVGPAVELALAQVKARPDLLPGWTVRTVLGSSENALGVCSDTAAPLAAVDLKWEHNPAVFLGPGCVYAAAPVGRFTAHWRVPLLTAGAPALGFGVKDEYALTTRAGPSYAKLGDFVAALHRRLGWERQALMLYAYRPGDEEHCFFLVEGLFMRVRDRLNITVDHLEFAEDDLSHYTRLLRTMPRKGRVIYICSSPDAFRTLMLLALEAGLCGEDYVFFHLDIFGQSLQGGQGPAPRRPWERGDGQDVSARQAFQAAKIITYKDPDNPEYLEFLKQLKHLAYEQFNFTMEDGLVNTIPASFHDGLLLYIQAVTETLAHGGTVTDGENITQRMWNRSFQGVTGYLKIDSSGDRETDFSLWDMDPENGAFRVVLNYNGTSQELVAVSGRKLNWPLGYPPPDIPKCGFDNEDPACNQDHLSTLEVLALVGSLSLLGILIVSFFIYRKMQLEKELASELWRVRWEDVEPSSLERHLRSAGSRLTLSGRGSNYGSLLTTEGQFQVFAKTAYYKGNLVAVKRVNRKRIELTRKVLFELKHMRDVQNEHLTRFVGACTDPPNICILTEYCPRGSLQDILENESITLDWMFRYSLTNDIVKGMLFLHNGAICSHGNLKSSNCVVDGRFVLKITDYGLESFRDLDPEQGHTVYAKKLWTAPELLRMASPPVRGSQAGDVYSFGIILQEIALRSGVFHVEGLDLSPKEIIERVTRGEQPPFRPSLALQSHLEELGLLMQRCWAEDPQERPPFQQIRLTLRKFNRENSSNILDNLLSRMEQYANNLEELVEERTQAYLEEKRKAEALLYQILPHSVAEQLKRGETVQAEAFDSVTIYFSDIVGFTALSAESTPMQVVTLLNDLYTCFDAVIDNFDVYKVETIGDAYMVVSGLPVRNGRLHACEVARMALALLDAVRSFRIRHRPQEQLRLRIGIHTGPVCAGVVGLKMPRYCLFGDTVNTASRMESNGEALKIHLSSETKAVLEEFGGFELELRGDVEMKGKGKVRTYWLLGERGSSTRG
# ARFGAP1 inh – inhibits rat ARF GTPase activating protein 1 | actives 0.26% (n = 360,000) | Arfgap1-stimulated ARF1 GTP hydrolysis, GDP FP detection | inhibition, % at 16.5 µM | Q62848;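 active = inhibition above a per-plate limit, mean inhibition of low control wells plus 3 SD, cut at about 25% in these data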;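 also: 0% = DMSO wells with enzyme and 100% = wells lacking Arfgap1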
#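 Assay system: purified rat His6-Arfgap1 residues 1-136 (GAP domain); Reagent: human Δ17 ARF1 bound to GTP; Dosing: 16.5 µM single point, 1.26% DMSO; Times: GTP hydrolysis reaction 2 h at 25 °C; Signal: FP, GDP Alexa 633 tracer displaced from anti-GDP antibody, 620/688 nm; Measure: % inhibition from polarization.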
# FXN GAA850 act – increases GAA850 frataxin promoter reporter activity. HEK293 lucGAA850 FXN promoter luciferase reporter, 24 h; percent of 10 µM SAHA response. activation, % at 6 µM. actives 0.56% (n = 360,000);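 active = activation above the average of all compounds screened plus 3 SD, cutoff fixed separately per campaign, cut at about 7.5% in these data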;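 also: 0% = DMSO wells and 100% = 10 µM SAHA wells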
# DDE Tn6 FP inh – DD(E)-Tn6 binding inhibition, primary FP screen; P02675; Fibrin DD(E) TRITC-Tn6 fluorescence polarization displacement; inhibition, % at 8.3 µM; actives 0.21% (n = 370,000); AID 720509;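 active = inhibition above a per-campaign cutoff: mean of compounds within control limits plus 3 SD, cut at about 15% in these data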;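 also: 0% = median of all compound wells on the plate and 100% = blocking peptide control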
# GC-B act – GC-B (human) receptor activation | P20594 | HEK293-GC-B cells, CNP EC30, cGMP TR-FRET; 0% at EC30 CNP, 100% saturating CNP | activation, % at 10 µM | actives 0.11% (n = 370,000) | AID 1920062;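 active = activation at 10 µM reaching about 35% in either raw or pattern-adjusted values, limit read from the data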
# rCAG RNA binder – r(CAG) repeat RNA binding; inhibition, % at 3 µM; TO-PRO-1 dye displacement fluorescence; actives 1.3% (n = 370,000); AID 651821;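 active = inhibition above the plate cutoff, the mean of all test compounds on that plate plus 3 SD, cut at about 35% in these data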;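 also: 0% = DMSO alone and 100% = 100 µM mitoxantrone as full dye displacement; higher means more dye released from RNA so lower well fluorescence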
# proKLK7 act – activators of human kallikrein-7 zymogen; P49862; purified proKLK7, EDANS-DABCYL substrate fluorescence; 100% is mature enzyme control, 0% vehicle; activation, % at 7 µM; actives 0.9% (n = 370,000); AID 652039;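 active = activation above the mean of all tested compounds plus 3 SD, computed per campaign excluding outliers beyond control limits, cut at about 13% in these data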
# The depositor's hits bear a star; i = inactive; x = not tested or not shown.
SMILES	ADAM10 inh	ASAP1 GAP inh	sPLA2-III inh	NPR1 activator	ARFGAP1 inh	FXN GAA850 act	DDE Tn6 FP inh	GC-B act	rCAG RNA binder	proKLK7 act
C/C(=N\N=C1\NC(=O)C(CC(=O)Nc2ccc(C)c(Cl)c2)S1)C(C)(C)C (stereo not given)	6.2	-1.5	-19.3	2.2	19.1	1.5	-0.8	-3.5	17.3	-0.9
N#Cc1c(N)nc2c(c1-c1ccccc1)CCC2	i	-0.3	1.6	1.2	-7.6	8.2*	0.0	2.0	1.7	4.2
Cc1cc(NC(=O)CON=C(N)CC(=O)Nc2ccccc2Cl)ccc1Br	2.3	-5.6	-6.5	-3.4	-11.2	-0.2	7.1	-10.0	0.4	-0.1
CN(C)C(=O)c1nc2ccc(Cl)cn2c1CNCc1ccccc1OC(F)(F)F	-6.7	7.2	-0.8	-4.4	6.8	-0.1	-6.8	2.4	-8.7	0.3
NC(=O)NC(=O)Nc1ccccc1Cl	8.4	-7.0	-3.5	1.5	8.4	1.9	-10.7	3.5	5.1	-0.5
CCc1nc2c(OCCOc3ccccc3)cccn2c1N(C=O)Cc1ccc(OC)cc1	-10.2	-5.8	-1.4	-1.3	15.2	-1.9	-5.4	-0.3	2.2	0.1
CC(C)(C)N1C(=O)c2ccc(C(=O)Nc3ccc(-c4nc5ccccc5[nH]4)cc3)cc2C1=O	-1.6	-1.3	-11.8	-4.1	4.4	2.1	-9.0	1.1	9.4	0.5
COc1ccc(S(=O)(=O)Nc2ccc3c(c2)CC(=O)N([C@@H](C)CO)C[C@@H](C)[C@@H](CN(C)Cc2ccccc2)O3)cc1	18.4	-12.3	-56.8	-2.2	-0.6	-1.9	-2.4	-6.0	1.6	0.2
COc1ccc(S(=O)(=O)N2CCCC(C(=O)NCc3cccnc3)C2)cc1C (stereo not given)	7.4	-8.6	2.7	-1.6	-3.4	-0.2	1.3	3.5	0.5	-0.4
O=C(O)CCn1c(SCc2cc(=O)n3ccccc3n2)nc2ccsc2c1=O	-58.4	-0.3	0.2	-2.0	9.9	1.0	4.9	0.4	-1.8	0.3
Cc1oc2cc(OCc3cnn(-c4ccccc4)c3)ccc2c(=O)c1Oc1ccccc1F	-19.7	4.2	6.2	2.9	11.8	1.9	-3.9	8.0	-0.1	1.5
COc1cc(CNC(=O)c2cc(C(=O)NCc3cc(OC)cc(OC)c3)n(C)n2)cc(OC)c1	5.3	-1.6	-31.9	1.4	1.8	0.1	-12.9	-4.2	0.5	0.6
COC(=O)CSc1ncc(OC)c(OC)n1	1.5	4.0	7.3	4.7	2.3	-0.4	-8.7	0.4	-0.6	-0.3
Cc1ccc(-c2nc(=O)[nH]c3ccc(Br)cc23)cc1	-123.8	5.5	-7.0	-6.4	7.7	0.3	-7.5	-8.2	4.6	5.3
Cc1cc(C)c(C(=O)COC(=O)[C@H](C)Nc2ccc(C(F)(F)F)cc2[N+](=O)[O-])c(C)c1	4.7	4.1	4.7	-0.5	0.4	-1.2	9.0	3.5	3.8	0.0
OCCOCCNc1ncnc2sc(-c3ccccc3)cc12	-168.3	3.3	-0.7	1.7	35.9*	0.4	1.6	-1.8	3.4	-0.3
O=S(=O)(Cc1ccc(Cl)cc1Cl)c1ccc(Cl)cc1	3.5	-8.3	-6.0	-8.5	7.9	1.0	3.1	-2.3	-1.0	-0.2
COc1ccc(NC(=O)COC(=O)[C@@H]2CCCN2C(=O)c2cccs2)c(OC)c1	2.4	-8.0	1.2	-3.4	-4.0	1.0	11.2	-0.7	-5.7	-0.7
CCOc1ccc(NC(=O)Nc2ccc3nccnc3c2)cc1	-13.3	-9.8	-0.8	2.8	-1.5	-1.8	-4.8	2.9	1.8	-0.5
O=C(Nc1ccc(F)cc1)Nc1nnc(COc2ccccc2F)s1	6.7	4.2	-20.6	8.2	-3.1	-0.7	-10.4	2.7	62.5*	0.3
COC(=O)CN1C(=O)CSc2ncccc21	12.8	-1.0	-4.5	-5.8	-7.2	2.9	2.1	-0.5	1.1	0.1
Cc1cc(C)nc(SCC(=O)c2ccc(O)c(O)c2)n1	5.8	1.7	-6.4	-1.1	-8.9	2.8	-4.5	-2.2	9.5	-0.3
Cc1ccc(NC(=S)Nc2ccccn2)cc1C	3.7	3.0	7.5	3.4	13.7	5.6	3.2	-5.5	0.4	-0.5
COc1cccc(CN2CCNC(=O)C2CC(=O)NCc2cc(C(C)C)no2)c1 (stereo not given)	-9.0	5.9	-3.8	0.3	4.2	1.3	0.7	-0.1	-2.4	-0.3
O=[N+]([O-])c1cc(C(F)(F)F)ccc1NCCc1ccncc1	-5.1	-5.3	1.5	4.8	-9.3	4.1	-3.4	3.1	-1.0	0.0
O=C(NCC(c1ccco1)N1CCCCC1)c1cccc(NS(=O)(=O)c2ccc(Br)cc2)c1 (stereo not given)	1.8	-7.7	-47.2	-3.9	9.1	-0.7	-3.7	-3.5	6.2	-0.4
O=C(O)C1CCCCC1C(=O)NCc1ccccn1 (stereo not given)	-4.3	-12.6	-0.5	-2.5	8.4	-0.6	4.0	0.5	0.3	0.2
Cc1cccc(N2CCN(C(=O)c3ccc4nc[nH]c4c3)CC2)c1C	-3.4	2.8	-11.0	-2.6	-9.4	0.4	-3.5	3.8	-4.6	-0.3
C=CCOn1c(-n2nc(C)cc2C)nc2ccccc2c1=O	1.6	2.9	1.4	-0.5	6.0	1.5	3.5	-4.3	-4.0	0.2
O=C(NCc1cccs1)c1ccc(N2CCCCC2)nc1	-9.2	-7.3	0.3	0.9	-4.8	7.7*	-2.1	-0.4	-5.8	0.0

# Records above printed as active in ARFGAP1 inh:
SMILES	ADAM10 inh	ASAP1 GAP inh	sPLA2-III inh	NPR1 activator	ARFGAP1 inh	DDE Tn6 FP inh	GC-B act	proKLK7 act
OCCOCCNc1ncnc2sc(-c3ccccc3)cc12	-168.3	3.3	-0.7	1.7	35.9*	1.6	-1.8	-0.3

# Further records follow.
SMILES	ADAM10 inh	ASAP1 GAP inh	sPLA2-III inh	NPR1 activator	ARFGAP1 inh	FXN GAA850 act	DDE Tn6 FP inh	GC-B act	rCAG RNA binder	proKLK7 act
Nc1nc(Sc2ccc(C(F)(F)F)cc2[N+](=O)[O-])n[nH]1	-2.9	1.2	-6.1	-1.1	0.0	-0.3	3.0	1.8	1.5	0.1
Nc1nc2ncccc2cc1C(=O)C1=C(c2ccccc2)Cc2ccccc21	-12.8	x	2.3	17.9	x	x	-5.6	3.2	6.0	0.4
O=C(COC(=O)CCc1ccc(S(=O)(=O)N2CCOCC2)cc1)NCc1ccc(Cl)cc1	1.3	10.5	-6.8	-4.5	2.1	-0.9	-2.7	-1.7	-4.4	0.5
Cc1cccc(N2CCN(Cc3c(C)n(C)n(-c4ccccc4)c3=O)CC2)c1C	-1.6	4.4	-4.2	3.6	-15.9	-0.9	9.8	0.5	-7.2	-0.9
CN(c1ccc(C(=O)NCC2CCCO2)cc1)S(=O)(=O)c1ccccc1 (stereo not given)	6.2	19.9	-3.3	-6.1	13.6	0.7	2.5	3.2	1.1	0.0
COCc1cc(N2CCNC[C@@H]2C)ccc1N1CCN(Cc2ccccc2)[C@@H](C)C1	-16.7	-0.5	-3.9	-0.2	0.3	x	6.0	6.3	5.4	0.5
Cc1c(C(=O)NCC(C)(C)N2CCOCC2)oc2ccccc12	-5.4	-9.5	8.2	-1.2	11.0	1.1	0.6	2.9	5.9	-0.3
COc1ccc(Nc2nc(C)c3ccccc3n2)cc1	5.7	-2.0	-6.3	1.9	4.6	7.0	-5.8	-1.6	1.1	0.8
COC(=O)Nc1ccc(S(=O)(=O)N2CCC(C)CC2)cc1	-2.0	-4.6	-2.5	5.7	-2.8	1.9	0.8	7.7	-1.1	-0.3
COc1ccc(S(=O)(=O)Nc2cccc(N(C)S(C)(=O)=O)c2)cc1Br	-2.2	9.3	-10.7	33.6	3.9	-1.7	1.1	37.4*	7.7	-0.3
CCN(CC)CC(=O)Nc1scc2c1c(=O)oc1ccccc12	1.2	-1.5	0.7	1.2	4.5	3.8	0.7	-2.3	1.3	-0.2
O=C(NC(=S)Nc1ccccc1CO)C1CCCCC1	-3.8	-14.6	6.1	2.8	8.9	2.5	-1.9	-0.9	2.5	-0.2
CCOc1cc(-c2noc(CCC(=O)N3CCOCC3)n2)ccc1OC	2.0	3.8	1.8	-1.6	5.2	-1.1	-4.8	0.9	1.9	0.1
COc1cc(NC(=O)c2ccc(-c3cccc(F)c3)o2)ccc1NC(=O)c1ccccc1Cl	1.8	8.3	-0.1	2.3	7.1	-1.6	-6.4	-4.8	6.8	-2.1
CC1(C)CC(=O)CC(=Nc2ccc(C(=O)O)cc2)C1	-44.5	-8.8	-1.4	-4.1	-12.7	0.4	1.3	-6.6	-0.7	0.8
CCn1c(=O)c(=O)[nH]c2cc(C(=O)N(C)Cc3ccc(OC)c(F)c3)ccc21	-17.8	-3.9	0.7	-1.3	2.5	-1.3	3.4	-2.5	2.9	-0.3
CCCCNC(=O)CN1C(=O)NC(CCc2ccccc2)C1=O (stereo not given)	-1.4	-2.5	-2.4	2.4	11.9	1.0	-2.7	-1.4	-5.0	0.2
CN(C)c1ccc(-c2ccnc3c2CC(C)(C(=O)NCc2ccccc2)O3)cc1 (stereo not given)	i	11.4	4.0	-0.7	8.3	-3.8	-0.6	2.8	3.8	-5.0
O=C(O)c1ccc(C2CCCCC2)cn1	9.8	10.9	3.6	-0.1	6.2	0.8	-1.3	-6.0	2.3	0.1
CCC(C)NC(=O)CSc1ccc(NC(C)=O)cc1 (stereo not given)	-5.2	6.6	12.8	-0.1	8.5	2.2	-12.2	5.8	0.7	-0.1
Cc1c2cnn(CC(=O)NCCN3CCOCC3)c(=O)c2c(C)n1Cc1ccc(F)cc1	-6.6	3.3	4.9	3.3	-24.2	-0.5	8.4	0.1	0.7	0.4
Cc1noc(C(=O)NCc2ccccc2)c1Cl	-9.5	7.8	-1.6	-4.3	1.8	1.7	8.8	-4.8	0.9	-0.9
C=CCn1c(SCC(=O)NCCCC)nc2scc(-c3ccco3)c2c1=O	1.4	-6.8	-10.8	-2.2	-13.1	2.1	-2.6	-1.1	1.0	-0.7
COc1ccc(S(=O)(=O)N(C)CC(=O)Nc2ccc(C(N)=O)cc2)cc1OC	-5.0	5.6	1.6	3.3	9.0	3.9	-1.9	2.2	-0.6	0.0
Cc1ccc(NC(=O)CN2CCc3cc4c(cc3C2)OCCCO4)cc1	-5.4	0.8	0.0	2.7	1.7	1.7	-5.6	6.0	-6.6	0.9
COc1cccc(-c2cc(CNC(=O)[C@H]3O[C@@H](n4cnc(C(N)=O)n4)[C@H](O)[C@@H]3O)no2)c1	-5.7	-1.2	-0.7	0.0	-3.1	x	3.7	7.8	3.0	0.3
Cc1cccc(NC(=S)NNC(=O)c2ccc(Br)o2)c1	10.3	9.7	13.5	2.8	1.7	2.9	3.3	0.3	12.4	-0.3
